Screens from PubChem.
Bfl-1 displacement – displacement of Bid BH3 peptide from Bfl-1 – biochemical, fluorescence polarization, FITC-Bid, mouse, primary screen (AID 432); FITC-Bid BH3 peptide fluorescence polarization displacement; higher % means a stronger effect; hit rate 0.02% among 64,000; displacement, % at 20 µM; hits with a dose series show IC50 in µM; in the data active = a potency from the dose series; inactive = the rest, 99 in 100 with displacement below about 15%; note: strong numbers were not always called active
DPM-DC inhibit – blocks S. pneumoniae diphosphomevalonate decarboxylase; AID 556; purified DPM-DC, PK/LDH coupled NADH fluorescence; hit rate 0.49% among 65,000; calls only at 10 µM;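 active = the 320 compounds with the highest percent inhibition in the single-dose primary screen, excluding strongly autofluorescent ones, cut at about 32% in these data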;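 note: kinetic rate of NADH fluorescence loss reporting ADP formed by the decarboxylase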
Spn PMK inh – blocks S. pneumoniae phosphomevalonate kinase | purified PMK, PK/LDH-coupled NADH absorbance 340 nm | inhibition, % at 10 µM | hit rate 0.49% among 65,000 | AID 539;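 active = top-ranked compounds by inhibition in the single 10 µM screen, taking a fixed number of the strongest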;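 note: 0% = full reaction with DMSO carrier and 100% = background rate without enzyme reaction; no value below 0 was filed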
KRASV12 cytotoxicity – viability loss of HPDE-C7K cells – cell-based, fluorescence, HTS, primary screen (AID 431) | HPDE-C7K KRASV12 cells, Alamar Blue viability, 48 h; higher % means a stronger effect | cytotoxicity, % at 10 µM; hits with a dose series show EC50 in µM | hit rate 1.7% among 63,000;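 active = compounds whose percent cytotoxicity in the single-dose primary screen, scaled between solvent and toxic-drug controls, exceeds 50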;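 note: 0% = DMSO solvent wells and 100% = doxorubicin-treated wells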
HPDE-C7 cytotoxicity – HPDE-C7 pancreatic duct cell viability loss – fluorescence, HTS (AID 430); cytotoxicity, % at 10 µM; hits with a dose series show EC50 in µM; hit rate 1.8% among 63,000; HPDE-C7 pancreatic duct cells viability, fluorescence; higher % means a stronger effect;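 note: cells exposed to compound for 48 hours before viability readout; 0% = vehicle and 100% = reference cytotoxic drug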
HT1080 viability – HT1080 cell viability loss – fluorescence readout (AID 620); HT1080 viability, fluorescence; higher % means a stronger effect; cytotoxicity, % at 10 µM; hits with a dose series show EC50 in µM; hit rate 0.42% among 87,000;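 note: cells exposed to compound overnight then 4 h with Alamar Blue; 0% = vehicle DMSO and 100% = killing control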
TNAP inhibition – inhibition of tissue-nonspecific alkaline phosphatase – biochemical, luminescent (AID 518) | purified TNAP enzyme, luminescent substrate readout; higher % means a stronger effect | one-dose inhibition, % at 20 µM; IC50 in µM for titrated hits | hit rate 0.09% among 64,000; in the data active = a potency from the dose series; inactive = the rest, 99 in 100 with inhibition below about 22%;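 note: plate controls were vehicle for no effect and reference inhibitor for full effect; many of its hits are not listed in these tables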
MK inhibit – S. pneumoniae mevalonate kinase inhibition. AID 555. purified MK, PK/LDH-coupled NADH absorbance 340 nm. hit rate 0.48% among 65,000. inhibition, % at 10 µM;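 active = ranked among the strongest by inhibition in the single 10 µM screen, a fixed top-ranked set picked for dose follow-up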; note: no value below 0 was filed
LYP phosphatase – LYP phosphatase inhibitors, primary screen, biochemical, DiFMUP fluorescence, recombinant catalytic domain, 10 µM (AID 606); recombinant LYP catalytic domain, DiFMUP fluorescence; higher % means a stronger effect; 52,000 tested, under 10 active; one-dose inhibition, % at 10 µM; IC50 in µM for titrated hits;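 active = IC50 under 40 µM in the dose-response test; inactive = IC50 of 40 µM or more, or never dose-tested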
Spn PMK inh pilot replicates – recorded beside Spn PMK inh, whose call it bears; inhibition, %; measured here: pilot screen replicates
MK inhibit pilot replicates – further read-out of MK inhibit, marked with its call; inhibition, %; measured here: pilot screen replicates
DPM-DC inhibit pilot screen % – recorded beside DPM-DC inhibit, whose call it bears; inhibition, %; measured here: pilot screen trials
* = called active by the depositor; i = inactive; nt = not tested or not shown. Cut-off read from the data, not from the text of the source, unless noted: active = cytotoxicity above about 50%; inactive = the rest.

SMILES	Bfl-1 displacement	DPM-DC inhibit	Spn PMK inh	KRASV12 cytotoxicity	HPDE-C7 cytotoxicity	HT1080 viability	TNAP inhibition	MK inhibit	LYP phosphatase	others
Cc1ccc(N2C(N)=NC(N)=NC23CCCC3)c(C)c1	-8%	i	6	3%	-2%	19%	20%	0	11%	Spn PMK inh pilot replicates=3.0;MK inhibit pilot replicates=4.0;DPM-DC inhibit pilot screen %=0.0
O=C(Nc1cccc(Cl)c1N1CCCCC1)c1ccc2c(c1)OCCO2	0%	i	8	8%	8%	-7%	8%	9	nt
Cn1c(O)c(C=NC(CC(N)=O)C(=O)O)c(=O)n(C)c1=O (stereo not given)	-6%	i	13	-10%	-3%	0%	5%	10	8%
Cc1c(Cl)cccc1-n1ccnc1SCC(=O)O	1%	i	14	4%	1%	2%	9%	1	16%
Cc1ccc(-c2nnc(N3CCN(C(=O)c4ccco4)CC3)c3ccccc23)cc1	-2%	i	11	11%	19%	24%	11%	13	-4%
COC(=O)c1c(NC(=O)CSc2nnc(Cn3nnc4ccccc43)n2C)sc(C)c1C	8%	i	9	2%	9%	2%	3%	14	7%
CCc1nnc(NC(=O)C2CCN(c3nccc(C)n3)CC2)s1	5%	i	11	5%	-3%	12%	6%	8	5%	Spn PMK inh pilot replicates=2.5;MK inhibit pilot replicates=7.5;DPM-DC inhibit pilot screen %=1.5
O=S(=O)(c1cccc2cccnc12)N1CCN(Cc2ccc3c(c2)OCO3)CC1	1%	i	7	6%	8%	-1%	15%	4	13%
N#Cc1c2n(c3c(=O)n(Cc4ccccc4Cl)cnc13)CCCC2	-1%	i	13	nt	nt	36%	8%	9	nt
COC(=O)c1[nH]c2ccc(F)cc2c1NS(=O)(=O)c1ccc(OC)cc1OC	-3%	i	5	31%	15%	2%	14%	5	5%	Spn PMK inh pilot replicates=2.5;MK inhibit pilot replicates=0.0;DPM-DC inhibit pilot screen %=0.0
O=C1c2cccc3cccc(c23)N1CN1CCN(c2ccccn2)CC1	-6%	i	17	26%	3%	1%	6%	0	5%
CCOc1ccc(NS(=O)(=O)c2ccc3c(c2)CCN3C(=O)CCC(=O)O)cc1	6%	i	10	-1%	-6%	-10%	10%	2	3%
CCCCn1c(SCC(=O)NC(C)(C)C)nnc1-c1ccco1	3%	i	10	-9%	-1%	-6%	15%	0	nt
Cc1ccc(NC(=O)NC2(C(=O)NCc3ccco3)CCCCC2)cc1	2%	i	9	-6%	-6%	-5%	6%	8	nt
C=CCSc1n[nH]c(-c2ccc(OCCCC)cc2)n1	-4%	i	0	12%	12%	6%	19%	7	2%
Cn1cnc2c1c(=O)n(CC(O)CO)c(=O)n2C (stereo not given)	0%	i	9	-12%	-11%	-3%	10%	nt	15%
CN1/C(=C\C(=O)c2cccs2)Sc2ccccc21	2%	i	10	-2%	-2%	23%	9%	3	-7%
O=C(Cn1c(=O)n(Cc2ccc3c(c2)OCO3)c(=O)c2ccccc21)N1CCCc2ccccc21	5%	i	9	18%	23%	11%	13%	1	13%	Spn PMK inh pilot replicates=3.0;MK inhibit pilot replicates=0.0;DPM-DC inhibit pilot screen %=0.0
CC(/C=C/c1ccccc1)NC(N)=O (stereo not given)	-9%	i	0	8%	-4%	3%	8%	23	10%
Cc1c(C(=O)Nc2ccc(F)cc2)oc2ccc(S(=O)(=O)N3CCCC3)cc12	-8%	i	12	-22%	-21%	4%	5%	7	nt
O=C(Oc1ccc(OC(=O)N2CCCCC2)cc1)c1ccccc1	-1%	i	9	nt	nt	-4%	18%	0	5%
CC(=O)Nc1ccc(NC(=O)CNS(=O)(=O)c2ccc(C)cc2)cc1	-3%	i	13	-15%	-16%	-2%	5%	4	12%
CC(C)(C)NC(=O)Cn1c(SCC(=O)NCc2cccs2)nc2ccccc21	-6%	i	6	-8%	-8%	3%	4%	nt	nt
COc1ccc(Cc2nc3ccc(S(N)(=O)=O)cc3[nH]2)cc1OC	1%	i	10	4%	-4%	-11%	20%	0	5%	Spn PMK inh pilot replicates=6.5;MK inhibit pilot replicates=3.0;DPM-DC inhibit pilot screen %=0.5
Cc1c(C)c2ccc(OCc3ccc(C(=O)O)o3)c(C)c2oc1=O	12%	nt	7	11%	6%	-9%	11%	1	4%
CCCn1c(SCC(=O)N2CCN(c3ccccc3)CC2)nc2ccccc2c1=O	2%	i	11	-6%	-5%	-1%	7%	33	nt	Spn PMK inh pilot replicates=0.0;MK inhibit pilot replicates=0.0;DPM-DC inhibit pilot screen %=0.0
CCC(=O)NC1(C(F)(F)F)C(=O)Nc2c1c(=O)[nH]c(=O)n2Cc1ccco1 (stereo not given)	3%	i	6	-5%	4%	-2%	14%	4	0%
N#CC1=C(N)Oc2n[nH]c(-c3cccs3)c2C1c1ccsc1 (stereo not given)	-4%	i	8	-8%	-2%	11%	13%	5	7%
Cn1c(=O)[nH]c(=O)c2c1nc(NCc1ccccc1)n2CCCc1ccccc1	-4%	i	1	10%	-2%	-2%	7%	7	-8%
CCNC(=O)CCn1nc(-c2ccc(Cl)cc2)c2ccccc2c1=O	2%	i	0	-6%	-6%	8%	7%	8	0%
Cc1nnc(SCCn2c(Br)nc3c2c(=O)[nH]c(=O)n3C)s1	-10%	i	12	-6%	-4%	9%	6%	5	8%
O=C(c1ccccc1F)N1CCN(c2ccccc2)CC1	-3%	i	0	-32%	-22%	nt	0%	0	2%
CCOC(=O)c1[nH]c2ccccc2c1NC(=O)C(C)(C)C	-6%	i	5	9%	10%	-1%	17%	5	-1%	Spn PMK inh pilot replicates=2.5;MK inhibit pilot replicates=4.0;DPM-DC inhibit pilot screen %=5.5
CC1(C)OC(=O)C(=CNc2cccc(O)c2)C(=O)O1	-4%	i	6	-2%	-10%	5%	1%	0	-4%
CN(CC(=O)N1CCCC1)S(=O)(=O)c1cc(Cl)ccc1Cl	-1%	i	1	-8%	-2%	4%	4%	0	6%
CCc1ccc(C2CC(c3ccccc3)n3ncnc3N2)cc1 (stereo not given)	-6%	i	0	-22%	-18%	nt	13%	9	-4%	Spn PMK inh pilot replicates=2.0;MK inhibit pilot replicates=1.5;DPM-DC inhibit pilot screen %=0.5
CC(C)OC(=O)CSc1nnc(-c2ccccn2)n1C	-4%	i	4	-15%	-7%	-5%	11%	6	nt
Cc1cc2c(ccc3[nH]onc32)n1	-3%	i	13	-3%	-11%	12%	24%	9	-5%
COc1ccccc1C1CC(c2ccc(Cl)cc2)Nc2ncnn21 (stereo not given)	3%	i	9	4%	7%	1%	6%	4	5%
O=C(NCc1ccccn1)c1ccc(COc2ccc(Cl)cc2)o1	-7%	i	0	2%	4%	5%	7%	8	-23%
COc1cc(NC(=O)COc2ccc(F)cc2)nc(OC)n1	-7%	i	14	-1%	-16%	5%	5%	5	1%
NC(=O)c1nsc(C(=O)N(CC(=O)NCc2ccc3c(c2)OCO3)C2CCCC2)c1N	-5%	i	nt	nt	nt	-16%	12%	8	nt
COc1ccc2cc(CN(CC3COCCO3)S(=O)(=O)c3ccc(Cl)cc3)c(=O)[nH]c2c1 (stereo not given)	-5%	i	12	-5%	-4%	3%	-2%	10	13%
Cc1cc(Nc2cc(F)ccc2C)n2ncnc2n1	-1%	i	15	4%	-4%	-2%	1%	10	5%
CCOC(=O)C1(CC)CC(CSc2nc3ccccc3[nH]2)OC1=O (stereo not given)	-4%	i	12	-3%	0%	-23%	5%	21	7%

Sorted by count of non-hydrogen atoms (lowest first): some entries from above
SMILES	Bfl-1 displacement	DPM-DC inhibit	Spn PMK inh	KRASV12 cytotoxicity	HPDE-C7 cytotoxicity	HT1080 viability	TNAP inhibition	MK inhibit	LYP phosphatase	others
CC1(C)OC(=O)C(=CNc2cccc(O)c2)C(=O)O1	-4%	i	6	-2%	-10%	5%	1%	0	-4%
O=C(c1ccccc1F)N1CCN(c2ccccc2)CC1	-3%	i	0	-32%	-22%	nt	0%	0	2%
COc1cc(NC(=O)COc2ccc(F)cc2)nc(OC)n1	-7%	i	14	-1%	-16%	5%	5%	5	1%
NC(=O)c1nsc(C(=O)N(CC(=O)NCc2ccc3c(c2)OCO3)C2CCCC2)c1N	-5%	i	nt	nt	nt	-16%	12%	8	nt

Structures from the list above that have a thiophene ring, fused or not (4):
SMILES	Bfl-1 displacement	DPM-DC inhibit	Spn PMK inh	KRASV12 cytotoxicity	HPDE-C7 cytotoxicity	HT1080 viability	TNAP inhibition	MK inhibit	LYP phosphatase	others
COC(=O)c1c(NC(=O)CSc2nnc(Cn3nnc4ccccc43)n2C)sc(C)c1C	8%	i	9	2%	9%	2%	3%	14	7%
CN1/C(=C\C(=O)c2cccs2)Sc2ccccc21	2%	i	10	-2%	-2%	23%	9%	3	-7%
CC(C)(C)NC(=O)Cn1c(SCC(=O)NCc2cccs2)nc2ccccc21	-6%	i	6	-8%	-8%	3%	4%	nt	nt
N#CC1=C(N)Oc2n[nH]c(-c3cccs3)c2C1c1ccsc1 (stereo not given)	-4%	i	8	-8%	-2%	11%	13%	5	7%

Filtered by structure, the compounds so far containing a tert-butyl group (3)
SMILES	Bfl-1 displacement	DPM-DC inhibit	Spn PMK inh	KRASV12 cytotoxicity	HPDE-C7 cytotoxicity	HT1080 viability	TNAP inhibition	MK inhibit	LYP phosphatase	others
CCCCn1c(SCC(=O)NC(C)(C)C)nnc1-c1ccco1	3%	i	10	-9%	-1%	-6%	15%	0	nt
CC(C)(C)NC(=O)Cn1c(SCC(=O)NCc2cccs2)nc2ccccc21	-6%	i	6	-8%	-8%	3%	4%	nt	nt
CCOC(=O)c1[nH]c2ccccc2c1NC(=O)C(C)(C)C	-6%	i	5	9%	10%	-1%	17%	5	-1%	Spn PMK inh pilot replicates=2.5;MK inhibit pilot replicates=4.0;DPM-DC inhibit pilot screen %=5.5

(next part)
SMILES	Bfl-1 displacement	DPM-DC inhibit	Spn PMK inh	KRASV12 cytotoxicity	HPDE-C7 cytotoxicity	HT1080 viability	TNAP inhibition	MK inhibit	LYP phosphatase	others
Cc1cc(N2C(=O)CC(N3CCN(c4ccc(C(=O)c5cccs5)cc4)CC3)C2=O)no1 (stereo not given)	8%	i	8	-12%	-28%	1%	13%	11	8%	Spn PMK inh pilot replicates=2.5;MK inhibit pilot replicates=0.0;DPM-DC inhibit pilot screen %=0.5
Cc1nn(-c2ccccc2)c2[nH]c(=O)c(CNCC3CCCO3)cc12 (stereo not given)	-10%	i	7	-16%	-12%	-3%	10%	9	-7%
CCN1C(=O)/C(=C\N2CCN(c3cccc(Cl)c3)CC2)SC1=S	3%	i	3	-21%	-19%	1%	6%	9	12%
[O-][n+]1onc2c1CCc1c-2nc(-c2ccccc2)n1OCc1ccccc1	5%	i	13	nt	nt	-5%	1%	9	-13%
[O-][N+]1=C(c2cccs2)CN(O)C1	2%	i	0	-31%	-21%	3%	8%	7	nt
C=CCn1c(CC(=O)Nc2cccc(OC)c2)nnc1SCC(=O)NC1CCCCC1	-5%	i	7	-29%	-24%	nt	6%	8	9%
O=C(COc1ccc(-c2ccccc2)cc1)N1CCN(C(=O)c2cccnc2)CC1	6%	i	0	-5%	4%	1%	7%	2	19%
